# Nrf2 activator = activates Nrf2 signaling | 410,000 compounds, 0.31% hits | Potency, µM (titrated, usually from 46.1 µM), for the others: top-dose activation, most hits filed as activators | AREc32 ARE-luciferase reporter (MCF7-derived line), luminescence, 24 h; further: % of control where 0% means no effect; nearly all actives have a fitted effect of over 65% in size
#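 AREc32 cells carrying an ARE-driven firefly luciferase, 1000 cells/well in OPTI-MEM with 5% FBS, dosed after overnight attachment and incubated 24 hr at 37 deg C. Steady-Glo luminescence read after 30 min at RT.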
# EPAC2 antagonist = antagonists of human EPAC2; Q8WZA2; EPAC2 GEF exchange of Rap1B-BODIPY-GDP, fluorescence; Potency, µM (top dose mostly 114 µM), for inactives: at the top dose activity, negative = inhibition, usual class: inhibitors; 360,000 compounds, 0.18% hits; AID 720708; further: on the % scale 0 is the no-effect control and ±100 the full control effect; nearly all actives have a fitted effect of over 45% in size; many of its hits are not listed in these tables
# Target sequence (Q8WZA2 whole entry, looked up): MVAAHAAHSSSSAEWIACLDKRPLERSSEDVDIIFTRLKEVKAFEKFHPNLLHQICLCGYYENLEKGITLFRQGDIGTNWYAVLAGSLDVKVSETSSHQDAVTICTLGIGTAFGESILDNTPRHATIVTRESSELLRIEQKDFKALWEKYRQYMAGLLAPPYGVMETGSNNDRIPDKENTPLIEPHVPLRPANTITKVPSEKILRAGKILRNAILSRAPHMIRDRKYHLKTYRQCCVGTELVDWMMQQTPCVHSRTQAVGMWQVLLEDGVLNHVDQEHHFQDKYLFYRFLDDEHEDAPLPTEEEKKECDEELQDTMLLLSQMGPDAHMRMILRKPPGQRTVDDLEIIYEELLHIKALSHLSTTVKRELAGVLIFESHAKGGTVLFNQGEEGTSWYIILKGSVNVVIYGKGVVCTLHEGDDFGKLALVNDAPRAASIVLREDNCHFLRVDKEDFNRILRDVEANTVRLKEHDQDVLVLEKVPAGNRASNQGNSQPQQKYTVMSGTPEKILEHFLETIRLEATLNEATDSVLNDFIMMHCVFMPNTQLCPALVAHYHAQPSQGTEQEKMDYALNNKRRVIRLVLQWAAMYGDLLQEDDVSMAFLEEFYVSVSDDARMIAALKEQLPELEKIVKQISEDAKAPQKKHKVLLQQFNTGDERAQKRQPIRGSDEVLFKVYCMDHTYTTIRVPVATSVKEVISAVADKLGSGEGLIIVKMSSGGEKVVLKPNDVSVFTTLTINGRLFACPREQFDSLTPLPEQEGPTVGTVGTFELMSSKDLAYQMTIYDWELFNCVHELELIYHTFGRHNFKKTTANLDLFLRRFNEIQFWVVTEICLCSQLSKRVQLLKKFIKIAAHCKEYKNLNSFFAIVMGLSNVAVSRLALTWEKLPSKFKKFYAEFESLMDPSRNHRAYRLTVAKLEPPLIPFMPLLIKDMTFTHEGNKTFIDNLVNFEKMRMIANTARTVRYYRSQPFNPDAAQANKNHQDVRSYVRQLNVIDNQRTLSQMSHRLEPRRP
# MCF10A rereplic = induces DNA re-replication in MCF 10a normal breast cells | Potency, µM (series often up to 46.1 µM), inactives show top-dose activity, positive = re-replication, hits mostly activators | MCF 10A DNA re-replication, Hoechst nuclear intensity, 48 h | 350,000 compounds, 2.9% hits; further: % of control where 0% means no effect; nearly all actives have a fitted effect of over 50% in size
# HepG2 tox = HepG2 cytotoxicity, counter-screen for TGF-b inhibitors | HepG2 CAGA-GFP viability, ATP luminescence, 18 h | Potency, µM (highest dose often 46.1 µM), without a hit: at the highest dose activity change, negative = cytotoxicity, hits mostly cytotoxic | 410,000 compounds, 0.76% hits | AID 588856; further: some results filed as inactive show a strong effect at the top dose
#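 CellTiter-Glo luminescence gave cytotoxicity after 18 hours at 37 degrees C. The cells were HepG2 CAGA-GFP in 1% FBS DMEM, stimulated with 500 pg/mL TGF-beta after compound addition. %Activity was normalised to no-cell wells (complete cell-killing) and DMSO (no toxicity), and curves were fitted and classified.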
# ATXN viability = reduces viability in counter-screen for ATXN expression inhibitors; 400,000 compounds, 0.49% hits; S2 cells (HEK-293 line with an ATXN2-luciferase reporter) viability, CellTiter-Fluor protease fluorescence, 24 h; Potency, µM (top dose mostly 56.7 µM), actives largely listed as cytotoxic; AID 651635; further: nearly all actives have a fitted effect of over 40% in size
# TGFb inhibitor = inhibitors of TGF-b signaling; HepG2 CAGA-GFP TGF-b/SMAD3 reporter, GFP fluorescence, 18 h; TGF-beta stimulated, 500 pg/mL final; Potency, µM (series often up to 46.1 µM), for the others: at the highest dose activity, negative = inhibition, most hits filed as inhibitors; 410,000 compounds, 1.2% hits; AID 588855; further: on the % scale 0 is the no-effect control and ±100 the full control effect; nearly all actives have a fitted effect of over 65% in size
#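 Cell-based qHTS in HEPG2 carrying a CAGA-GFP Smad reporter; compounds added before 500 pg/mL final TGF-beta, 18 h incubation at 37 degrees C, GFP fluorescence quantified per cell by imaging cytometry.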
# Nrf2 inh = Nrf2 pathway inhibition | Potency, µM (series often up to 46 µM), without a hit: at the top dose activity change, negative = inhibition, most hits filed as inhibitors | A549 ARE-Fluc reporter, luciferase luminescence, 18-24 h | AID 504444 | 360,000 compounds, 2.1% hits; further: on the % scale 0 is the no-effect control and ±100 the full control effect; nearly all actives have a fitted effect of over 60% in size
#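 Concentration-response testing used A549 ARE_Fluc cells at 5000 cells/well. Following an 18-24 h compound incubation, viability was read by fluorescence (Ex 405/Em 525) and luciferase output by luminescence.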
# ATXN2 expr inh = ATXN2 expression inhibition; HEK-293 ATXN2-luciferase reporter, luminescence, 24 h; Potency, µM (series often up to 57 µM), without a hit: at the highest dose activity change, negative = inhibition, hits mostly inhibitors; 360,000 compounds, 0.72% hits; further: on the % scale 0 is the no-effect control and ±100 the full control effect; nearly all actives have a fitted effect of over 55% in size
#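 ATXN2-luciferase reporter cells (luciferase flanked by upstream and downstream ATXN2 gene portions) were treated 24 h at 37 °C with compounds at up to 57 uM. SteadyGlo luminescence gave expression; GF-AFC fluorescence gave viability.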
# A549 viability = counter-screen for Nrf2 inhibitors: cytotoxicity in A549 cells; A549 ARE-Fluc cells, CellTiter-Fluor viability, 18-24 h; Potency, µM (highest dose often 46 µM), without a hit: at the highest dose activity change, negative = cytotoxicity, hits mostly inhibitors; 390,000 compounds, 0.16% hits; AID 504648; further: on the % scale 0 is the no-effect control and ±100 the full control effect
#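 A549 ARE-Fluc cells in 5% FBS OPTI-MEM, 5000 cells/well, rested 2 h then exposed to compounds in concentration-response for 18-24 h at 37 °C. Viability by CellTiter-Fluor fluorescence (Ex 405/Em 525) after 30 min; luciferase luminescence (BugLite, 15 min, RT) read afterwards.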
# Numbers without * were called inactive; i = inactive; ? = inconclusive; nt = not tested or not shown; & = joins results of further samples; [ ] = remark or other dose. The call rests on the fitted dose curve; in most records, active means well fitted curve in the direction sought with a large enough effect; inconclusive means small, poorly fitted or top-dose-only effect, or another doubt; inactive means no such curve, though single readings can be large; an effect the other way counts as inactive or inconclusive. Potency means the concentration at half of the fitted maximal effect. The list is partial. The share of hits here may be higher or lower than overall.
SMILES,Nrf2 activator,EPAC2 antagonist,MCF10A rereplic,HepG2 tox,ATXN viability,TGFb inhibitor,Nrf2 inh,ATXN2 expr inh,A549 viability
O=C(NC1CCCCC1)N(Cc1cc2cc3c(cc2[nH]c1=O)OCCO3)C1CCCCC1,-0.1%,-3%,0%,-8%,?,17%,nt,-15%,-20%
CC1=C(C(=O)N2CCCCCC2)CC(CC(=O)NCc2cccc3ccccc23)C(=O)N1CCC1=CCCCC1 (configuration not stated),6.5%,1%,nt,nt,?,nt,nt,-31%,nt
COc1cc(CN2C[C@@H](CO)O[C@@H](n3cnc4c(NCC(C)C)ncnc43)C2)cc(OC)c1OC,3.9%,14%,nt,1%,?,-3%,nt,5%,nt
NC(=O)Nc1ccc(C(=O)OCC(=O)c2c[nH]c3ccccc23)cc1,3.3%,-11%,3%,-17%,i,-8%,1%,11%,0%
Cc1ccc2ccc[n+](Cc3ccccc3)c2c1,-1.6%,-1%,4%,-3%,i,-23%,?,-15%,2%
COc1ccc(N2C(=O)CC(SCc3ccc(Cl)cc3)C2=O)cc1 (configuration not stated),0.2%,-6%,-2%,-7%,i,0%,-16%,nt,1%
COc1ccc(C(=O)COC(=O)CNC(=O)c2cc(OC)cc(OC)c2)cc1,4.5%,-2%,1%,2%,i,0%,-15%,nt,-16%
COc1ccc(OC)c(N2C(=O)c3ccccc3C2c2nnnn2-c2ccc3c(c2)OCCO3)c1 (configuration not stated),-1.0%,4%,nt,nt,?,nt,nt,7%,nt
CN(C)S(=O)(=O)c1ccc(NC(=O)CCNC(=O)c2ccc([N+](=O)[O-])cc2)cc1,-0.5%,9%,4%,3%,i,4%,-5%,3%,1%
CCS(=O)(=O)N1CCC(C(=O)NCCCOC)CC1,0.3%,-1%,?,-1%,i,-4%,-10%,2%,0%
Cc1ccc(N2CC(C(=O)NCCS(=O)(=O)N3CCN(c4ccccc4)CC3)CC2=O)cc1C (configuration not stated),-0.5%&0.0%,3%,4%,4%&-17%,i,-1%&0%,7%,-1%,-1%&0%
CCCCN(CCCC)CC(O)CN(c1cc([N+](=O)[O-])ccc1OC)S(=O)(=O)c1ccccc1 (configuration not stated),4.1%,4%,13%,7%,i,-23%,4%,1%,-23%
CCCCOc1ccc(CSc2ncn[nH]2)cc1,-0.1%,-4%,-4%,-16%,i,-9%,5%,27%,-4%
O=C(NC(=S)NCCN1CCOCC1)c1ccccc1Br,0.3%,19%,1%,4%,i,-1%,-3%,2%,3%
COc1cc(/C=N/N2CCN(c3ccc(Cl)cc3)CC2)cc(OC)c1OC(C)=O,-0.8%,4%,-2%,12%,i,1%,-14%,nt,3%
O=C(CCC(=O)NNC(=O)c1ccc([N+](=O)[O-])cc1)NCc1ccccc1,-0.7%,25%,2%,5%,i,2%,-2%,-32%,-1%
S=C(NCCc1ccncc1)Nc1ccccc1,0.7%,6%,5%,1%,i,-18%,3%,1%[11.3 µM],2%
CCCc1[nH]nc2c1C(c1ccc(Br)s1)C(C#N)=C(N)O2 (configuration not stated),?,0%,?,-55%,?,?,5%,?,-12%
Cc1ccc2cccc(NC(=S)NC(=O)c3ccccc3)c2n1,4µM*,-3%,?,-41%,i,-3%,-10%,14%,-18%
O=C(CSc1nnnn1-c1ccccc1)NCc1ccco1,3.8%,4%,1%,-17%,i,6%,4%,2%,-12%
O=C(NCCOc1ccc(F)cc1)C1CCC(=O)N(Cc2ccc(Cl)cc2)C1 (configuration not stated),3.0%,2%,nt,-26%,i,-13%,nt,nt,nt
c1ccc(-c2cccs2)nc1,0.7%,2%,19%,28%,i,10%,-3%,-14%,-9%
O=S(=O)(NCC1CCN(S(=O)(=O)c2ccccc2)CC1)c1ccccc1,-0.5%,-14%,15%,-23%,i,1%,?,-6%,-9%
CO/N=C/C(=N\Nc1ccc(C)cc1)C(=O)c1ccc(OC)cc1,0.6%,-2%,2.6µM*,16%,?,-3%,-12%,-25%,?
Cc1cc(=O)oc(C)c1C(=O)NCCC(C)C,-0.1%,3%,-3%,4%,i,19%,11%,2%,5%
O=C(Nc1ccccc1C(F)(F)F)c1ccsc1,4.4%,3%,-2%,4%,i,8%,6%,15%,3%
CCC(C)(C)n1nnnc1C(c1ccncc1)N1CCC(Cc2ccccc2)CC1 (configuration not stated),3.4%,-4%,17%,1%,i,?,?,-18%,-17%
CN(CC(=O)Nc1c(Cl)cccc1Cl)C(=O)c1cc2ccccc2cc1O,3.3%,-4%,11%,-20%,i,-2%,14%,4%,6%
Cc1cc(C)c(C)c(S(=O)(=O)Nc2ccc(C(=O)N3CCCC3)cc2)c1C,-0.5%,-9%,5%,-40%,i,-17%,?,-6%,0%
O=C(CCc1ccccc1)NC1CCCc2ccccc21 (configuration not stated),-0.4%,-1%,5%,-6%,i,1%,5%,-9%,13%
COc1ccccc1OCC(=O)NCCNC(=O)COc1ccccc1OC,-0.3%,-3%,-3%,3%,i,2%,-10%,-8%,3%
C[C@H]1O[C@@H](O[C@H]2CC[C@@]3(C)C(CC[C@]4(C)C3C=CC3=C5CC(C)(C)CC[C@]5(CO)[C@H](O)C[C@]34C)[C@]2(C)CO)[C@H](O)[C@@H](O[C@@H]2O[C@H](CO)[C@@H](O)[C@H](O)[C@H]2O)[C@H]1O (some centres not stated),-1.2%,2%,-12%,-12%,i,-16%,0%,8%,-6%
CCOc1ccc(S(=O)(=O)NC(C)C(=O)NC2CCCC2)cc1 (configuration not stated),2.3%,0%,1%,0%,i,12%,13%,-11%,3%
COCCn1nnnc1C(c1ccc(O)c(OC)c1)N1CCc2ccccc2C1 (configuration not stated),1.1%,-2%,48%,-15%,i,-17%,nt,0%,?
OCCC1CN(Cc2cccn2-c2ncccn2)CCN1CCc1ccccc1 (configuration not stated),0.6%,-8%,7%,5%,i,0%,9%,-25%,-1%
CCOC(=O)C1=C(COC(=O)c2cc(OC)c(OC)c(OC)c2)NC(=O)NC1C (configuration not stated),0.2%,9%,-2%,-1%,i,24%,-15%,1%,2%
CCOc1ccccc1NC(=O)CCNC(=O)N1CC(=O)Nc2ccccc21,0.3%,3%,nt,-31%,i,5%,nt,nt,nt
Cc1ccc(-c2c[n+](=O)c3c(n2[O-])CCC3)cc1,-0.4%,-4%,-4%,10%,i,-13%,5%,-11%,-8%
Cc1cc(=O)[nH]c2c1c(-c1ccccc1)nn2C,-0.6%,-2%,0%,6%,nt,-2%,4%,40%[activator],-4%
COC(=O)COc1ccc(C2Nc3c(Cl)ccc(C(=O)O)c3C3C=CCC32)cc1 (configuration not stated),-0.1%,9%,-14%,17%,i,41%[activator],0%,-20%[11.3 µM],-5%

# An excerpt from above in order of their number in TGFb inhibitor, high to low:
Compound	TGFb inhibitor
CCOC(=O)C1=C(COC(=O)c2cc(OC)c(OC)c(OC)c2)NC(=O)NC1C (configuration not stated)	24%
CCOc1ccccc1NC(=O)CCNC(=O)N1CC(=O)Nc2ccccc21	5%
Cc1cc(=O)[nH]c2c1c(-c1ccccc1)nn2C	-2%
Cc1ccc(-c2c[n+](=O)c3c(n2[O-])CCC3)cc1	-13%

# The list goes on.
SMILES,Nrf2 activator,EPAC2 antagonist,MCF10A rereplic,HepG2 tox,ATXN viability,TGFb inhibitor,Nrf2 inh,ATXN2 expr inh,A549 viability
CCOc1ccc2nc(NC(=O)Nc3ccccc3)sc2c1,2.9%,3%,-7%,-16%,i,-4%,?,74%[activator],-1%
Cc1ccc(S(=O)(=O)N2CCC(C(=O)Nc3ccc(Oc4ccccc4)cc3)CC2)cc1,0.3%,nt,nt,-3%,i,-20%,?,-8%,-10%
COc1ccc(N2CCN(CC(=O)NC(=O)NC(C)(C)C)CC2)cc1,-0.2%,-2%,3%,-23%,nt,-9%,-3%,-2%,-4%
CC(NC(=O)COc1ccc(N(C)S(=O)(=O)c2ccccc2)cc1)c1ccccc1 (configuration not stated),0.0%,-9%,17%,-7%,i,-11%,-49%,nt,3%
CCOc1ccc(C(=O)N2CCCC2C(=O)O)cc1 (configuration not stated),-0.3%,15%,?,8%,i,1%,8%,1%,-1%
Cc1csc(NC(=O)c2ccc(-c3ccc(Cl)cc3Cl)o2)n1,2.2%,1%,18µM*,-23%,i,-26%,?,-13%,-7%
CC(CC1C(C#N)=C(N)OC2=C1C(=O)CCC2)c1ccccc1 (configuration not stated),2.8%,-6%,?,-9%,i,27%,-20%,-7%,1%
Cc1cc(C(=O)NN=C2C3CC4CC(C3)CC2C4)c2ccccc2n1,-0.6%,-4%,?,1%,i,19%,?,0%,-19%
N#Cc1c(N)n(-c2cccc(O)c2)c2nc3ccccc3nc12,0.3%,0%,?,-12%,i,?,-1%,nt,?
CC(NC(=O)c1ccco1)c1ccc2c(c1)OCO2 (configuration not stated),-0.7%,-1%,8%,1%,i,8%,14%,-17%,0%
CCCCNC(=O)c1ccc2c(c1)N(CC)C(=O)CS2,0.0%,11%,-27%,-10%,i,-1%,nt,23%,-2%
Cc1ccc(S(=O)(=O)NCc2c(-c3ccccc3)noc2C)cc1,-1.6%,-5%,-4%,0%,nt,21%,-12%,-14%,-8%
COc1ccc(/C=C/C(=O)Nc2nc(C)c(C(=O)N(C)C)s2)cc1,-0.5%,19%,-2%,-4%,?,?,10%,-6%,-1%
CCCOc1ccc(/C=C/C(=O)O)cc1OC,0.1%,11%,-1%,0%,i,-3%,3%,-8%,-7%
CCN(CC)CCNc1nc(-c2ccccc2)nnc1C(F)(F)F,-0.7%,11%,6%,-7%,i,3%,9%,-11%,?
COCCCN1Cc2cccc(C(=O)O)c2C1=O,-0.9%,17%,-1%,1%,i,3%,19%,-16%,-4%
Cc1ccc2c(c1)nnn2C1CCN(S(C)(=O)=O)CC1,-0.3%,-1%,1%,-10%,i,17%,-12%,5%,4%

# Screens (PubChem)
